# Assay outcomes from PubChem.
# EPAC1 agonist = activates human EPAC1 exchange factor; EPAC1 agonist qHTS, biochemical assay; response scale: 100% = response to 6.5 mM cAMP; Potency, µM (highest dose often 154 µM), for the others: at the highest dose activation, usual class: activators; 360,000 tested, 0.073% active; AID 720707; note: potency is the fitted concentration of half-maximal effect; nearly all actives have a fitted effect of over 60% in size
# Target sequence (O95398 whole entry, looked up): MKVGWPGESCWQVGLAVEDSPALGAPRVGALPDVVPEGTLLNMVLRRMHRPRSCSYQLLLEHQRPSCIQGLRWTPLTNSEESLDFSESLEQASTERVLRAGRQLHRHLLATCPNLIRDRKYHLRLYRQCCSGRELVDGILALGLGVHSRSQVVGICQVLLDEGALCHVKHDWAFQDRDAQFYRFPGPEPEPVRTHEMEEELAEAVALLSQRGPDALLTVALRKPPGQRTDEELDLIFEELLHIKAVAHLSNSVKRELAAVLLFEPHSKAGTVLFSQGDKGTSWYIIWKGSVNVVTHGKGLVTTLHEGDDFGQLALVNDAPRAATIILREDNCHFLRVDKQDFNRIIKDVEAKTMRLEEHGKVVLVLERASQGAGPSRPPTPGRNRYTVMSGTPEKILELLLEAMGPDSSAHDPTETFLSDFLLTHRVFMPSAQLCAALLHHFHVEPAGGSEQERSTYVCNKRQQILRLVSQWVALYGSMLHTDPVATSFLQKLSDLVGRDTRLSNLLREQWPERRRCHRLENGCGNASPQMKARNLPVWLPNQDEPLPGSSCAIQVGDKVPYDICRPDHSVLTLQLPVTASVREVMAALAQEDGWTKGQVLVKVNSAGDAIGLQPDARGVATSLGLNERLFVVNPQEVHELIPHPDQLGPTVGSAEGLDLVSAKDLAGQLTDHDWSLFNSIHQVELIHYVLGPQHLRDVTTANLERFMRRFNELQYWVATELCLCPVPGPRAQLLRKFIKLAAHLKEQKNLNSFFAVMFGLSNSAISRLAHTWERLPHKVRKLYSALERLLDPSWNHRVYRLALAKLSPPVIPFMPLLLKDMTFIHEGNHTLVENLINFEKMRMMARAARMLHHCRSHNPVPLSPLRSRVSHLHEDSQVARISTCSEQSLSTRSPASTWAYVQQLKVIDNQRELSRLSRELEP
#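 Multi-concentration qHTS readout: loss of Rap1B-bound BODIPY-GDP fluorescence driven by 100 nM EPAC1 with excess GDP (50 uM), monitored kinetically at room temperature; agonist response expressed relative to 6.5 mM cAMP.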
# EPAC1 antag = blocks human EPAC1 exchange factor. O95398. EPAC1 GEF assay, Rap1b-BODIPY-GDP exchange fluorescence. Potency, µM (doses to about 115 µM), for inactives: at the top dose activity change, negative = inhibition, actives largely listed as inhibitors. 360,000 tested, 0.14% active;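 note: potency is the fitted concentration of half-maximal effect; plate controls were vehicle for no effect and positive control for full effect; nearly all actives have a fitted effect of over 50% in size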
# IL-2 act = activators of IL-2; IL-2 activation reporter assay, cell-based qHTS; stimulated with anti-CD3/CD4/CD28 beads; in transgenic mouse T cells; activation, % (series mostly up to about 46 µM); 360,000 tested, 0.065% active; AID 652025; in the data active = activation above about 50%; inconclusive = mostly about 30% to 49%; note: 0% is about no effect
#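 Unstimulated transgenic mouse T cells; 60-min compound exposure; bead-based TCR/CD4/CD28 stimulation; 18 h culture, 37 degrees C; dual fluorescence (EGFP, DsRed) plate cytometry.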
# WRN helicase inh = inhibitors of human WRN helicase | Q14191 | AID 651768 | Potency, µM (series often up to 114 µM), for the others: top-dose activity change, negative = inhibition, hits mostly inhibitors | 360,000 tested, 0.46% active | WRN helicase unwinding, fluorescent forked duplex, kinetic; note: potency is the fitted concentration of half-maximal effect; % is set by controls: 0 for no effect and ±100 for the full control effect; nearly all actives have a fitted effect of over 55% in size
#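 Screening of the MLSMR collection measured strand separation of a quenched forked DNA duplex (100 nM) by 20 nM WRN with 2 mM ATP, all final. Compounds were preincubated with enzyme 15 min at room temperature.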
# aSyn yeast inh = inhibitors of alpha-synuclein toxicity in yeast; Yeast expressing alpha-synuclein, growth rescue, BacTiter-Glo, 24 h; Potency, µM (series often up to 46.1 µM), for inactives: at the top dose growth rescue (activation), hits mostly activators; 370,000 tested, 0.14% active; note: potency is the fitted concentration of half-maximal effect; % of control where 0% means no effect; nearly all actives have a fitted effect of over 65% in size
#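 Readout is rescue of growth in alpha-synuclein-expressing yeast, so inhibitors of toxicity appear as activators. Growth after 24 hr at 30 deg C in galactose medium is quantified by luminescence.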
# PI5P4K alpha inh = inhibitors of human PI5P4K alpha | P48426 | max response, % | 330,000 tested, 1.2% active | PI5P4Kalpha enzyme, ADP-Glo luminescence, 60 min; hits give low values; active = max response of -50% or lower; inconclusive = between -30% and -50%; inactive = -30% or higher; note: value at the top dose of about 77 µM; % is set by controls: 0 for no effect and ±100 for the full control effect
#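 Compounds were pin-transferred onto PI5P4Kalpha and substrate in HEPES pH 7.4 buffer with EGTA, CHAPS and 5% DMSO. ATP (5 microM final) started the reaction, which ran 60 minutes at room temperature before ADP-Glo detection.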
# PLK1 PBD inh = blocks phosphopeptide binding to human PLK1 polo-box domain; Plk1 PBD binding of FITC phosphopeptide, fluorescence polarization; 360,000 tested, 2.8% active; AID 720504; Potency, µM, inactives show max response, negative = inhibition, most hits filed as inhibitors; note: potency is the fitted concentration of half-maximal effect; series mostly up to about 57 µM; % is set by controls: 0 for no effect and ±100 for the full control effect; nearly all actives have a fitted effect of over 65% in size
# FUS suppressor = rescues growth of FUS-expressing yeast; AID 1347120; Potency, µM (doses to about 76.6 µM), for inactives: at the highest dose growth rescue (activation), most hits filed as activators; S. cerevisiae FUS-expressing, growth rescue, OD600, 24 h; 390,000 tested, 0.24% active;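 note: potency is the fitted concentration of half-maximal effect; plate controls were DMSO vehicle for no effect and reference control for full effect; nearly all actives have a fitted effect of over 55% in size; some results filed as inactive show a strong effect at the top dose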
#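 Restored growth of FUS-toxic S. cerevisiae, read as 600 nm absorbance after 24 h at 30C in galactose medium (starting OD 0.005). Controls CP55940 and DMSO.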
# Abeta rescue = A-beta toxicity reversal in yeast; yeast expressing A-beta42, growth rescue, OD600, 48 h; response scale: 0% DMSO, 100% iron-clioquinol control; 410,000 tested, 0.063% active; Potency, µM (highest dose often 46.1 µM), for the others: top-dose growth rescue, actives largely listed as activators; AID 1347071; note: potency is the fitted concentration of half-maximal effect; nearly all actives have a fitted effect of over 55% in size
#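 Yeast growth medium received pinned compounds, then yeast cells expressing toxic A-beta were added; plates incubated at 30 C for 48 hr. Growth read as absorbance at 600 nm, normalized to DMSO and equimolar FeCl3 plus clioquinol controls.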
# * hit, by the source's call; ? = inconclusive; . = not tested or not shown; & = joins results of further samples; [ ] = remark or other dose. Unless noted, calls come from the whole dose curve; as a rule, active = well fitted curve in the direction sought with a large enough effect; inconclusive = small, poorly fitted or top-dose-only effect, or another doubt; inactive = no such curve, though single readings can be large; an effect the other way counts as inactive or inconclusive. Random draw from the library (roughly 4.1% active in at least one column).
mol	FUS suppressor	WRN helicase inh	EPAC1 agonist	IL-2 act	aSyn yeast inh	EPAC1 antag	Abeta rescue	PLK1 PBD inh	PI5P4K alpha inh
Cn1c(N)c(C(=O)COC(=O)c2ccc(Cl)c(S(=O)(=O)N3CCCCC3)c2)c(=O)n(C)c1=O	.	-1%	8%	-0.1	1%	2%	4%	-12%	1
Cc1cc(S(=O)(=O)Nc2ccc(C(=O)NCCCN3CCCC3=O)cc2)ccc1F	20%	-31%	-9%	0.5	-10%	-13%	-6%	-17%	2
O=C(c1cncc(Br)c1)N1CCN(S(=O)(=O)c2ccc3ccccc3c2)CC1	24%	-11%	14%	-0.5	4%	-10%	14%	-6%	1
COCCNC(=S)N1CCN(Cc2cccc(OC)c2)CC1	-15%	-5%	10%	0.6	0%	-1%	-3%	3%	-1
CCCC(=O)Nc1sc2c(c1C#N)CCCC2	1%	-6%	-7%	0.0	3%	-14%	-20%	-17%	1
N#Cc1ccc(OCCOCCNC2CCCC2)cc1	3%	2%	5%	-1.2	-2%	-2%	-5%	-10%	-5
O=C1[C@H]2[C@H](ON3CCCC[C@H]23)C(=O)N1c1ccc(Cl)cc1	-19%	6%	0%	0.6	-2%	3%	-10%	-21%	2
O=C(CSc1nnc(COc2ccccc2)o1)N1CCOCC1	-10%	-9%	-8%	3.6	0%	17%	-12%	2%	2
O=C(Nc1ccccc1)C(Cc1cccs1)c1nn[nH]n1 (stereo not drawn)	-3%	0%	-6%	-1.2	-1%	12%	-11%	-10%	-5
COc1ccc(S(=O)(=O)N2CCCC2)c(C)c1C	12%	-4%	2%	-1.3	9%	-16%	9%	-4%	2
CCCCN(C)C1CCN(C(=S)Nc2cccc(SC)c2)CC1	8%	0%	0%	0.9	1%	-6%	-7%	-2%	1
O=C(c1ccco1)N(CCCN1CCOCC1)c1nc(-c2ccc(F)cc2)cs1	7%	-15%	23%	-1.7	9%	-6%	-15%	-3%	.
Cc1ccc(S(=O)(=O)N2CCOCC2)s1	4%	4%	-4%	-2.8	2%	-6%	9%	4%	0
CC(C)Cc1nnc(NC(=O)CCc2c[nH]c3ccccc23)s1	5%	-3%	-17%	-1.1	0%	-13%	5%	-3%	-3
Cc1cc(NC(=O)Nc2ccc(F)c(Cl)c2)no1	14%	-4%	0%	-1.5	-7%	3%	2%	13%	.
Cn1ccnc1SCC(=O)Nc1ccc2c(c1)COC2=O	-7%	-23%	6%	-0.7	-4%	-14%	-7%	-21%	-29
COc1cccc(C(=O)NC(=S)Nc2ccccc2N2CCCCC2)c1	17%	7%	-10%	-2.8	-2%	19%	23%	0%	29
CCOc1ccc(Cl)cc1Nc1nc(NCCO)nc(N2CCCC2)n1	6%	.	-6%	-2.9	.	-1%	-15%	.	.
O=c1[nH]nc(CSCc2ccccc2Cl)[nH]1	-14%	0%[57.1 µM]	10%	0.2	0%	0%	17%	3%	.
Cc1ccc(C(=O)OCC(=O)c2ccc(Cl)s2)s1	27%	-8%	23%	0.6	-4%	-11%	20%	-2%	4
CC(C)(C)NC(=O)CSc1nc2cc(S(=O)(=O)N3CCCCC3)ccc2o1	13%	4%	20%	-0.5	-3%	-3%	2%	-6%	1
Cc1nonc1NC(=O)c1ccc(Cl)c(S(=O)(=O)N2CCCCC2)c1	37%	-2%	3%	-0.5	8%	-8%	-7%	-18%	3
O=C1NC(=O)N(c2ccc(Cl)cc2)C(=O)/C1=C/c1ccc2c(c1)CCN2Cc1ccccc1Cl	-9%	3%	10%	-0.3	-3%	-1%	-5%	?	-2
Cc1cc(=O)oc2cc(OCC(=O)NCCCN3CCCC3=O)ccc12	6%	-3%	7%	0.7	-1%	-17%	6%	-2%	-5
COc1ccc(C2=Nc3ccccc3NC(=O)C2N(CCCn2ccnc2)C(=O)c2cccc(S(C)(=O)=O)c2)cc1 (stereo not drawn)	7%	-1%	3%	1.7	3%	9%	-11%	3%	1

# The list goes on (two carried over from the part before).
mol	FUS suppressor	WRN helicase inh	EPAC1 agonist	IL-2 act	aSyn yeast inh	EPAC1 antag	Abeta rescue	PLK1 PBD inh	PI5P4K alpha inh
Cc1cc(=O)oc2cc(OCC(=O)NCCCN3CCCC3=O)ccc12	6%	-3%	7%	0.7	-1%	-17%	6%	-2%	-5
COc1ccc(C2=Nc3ccccc3NC(=O)C2N(CCCn2ccnc2)C(=O)c2cccc(S(C)(=O)=O)c2)cc1 (stereo not drawn)	7%	-1%	3%	1.7	3%	9%	-11%	3%	1
CCOC(=O)C1C(=O)C=C(c2cccs2)CC1c1ccccc1 (stereo not drawn)	-5%	-1%	6%	-1.1	-2%	3%	-41%[inhibitor]	-7%	-1
O=[N+]([O-])c1cc(-c2csc(NC(CO)c3nc4ccccc4n3CCOCCO)n2)ccc1Cl (stereo not drawn)	37%	-6%	-8%	-3.3	-2%	-11%	-3%	-25%	-4
O=C(NCc1ccccn1)Nc1ccc(F)c(Cl)c1	7%	-1%	2%	-2.0	-1%	8%	-5%	-5%	3
CCOC(=O)c1c(C)nc2c3ccccc3ccn12	8%	-2%	-1%	-2.5	-2%	-11%	-47%[inhibitor]	-4%	-2
COc1ccc(CCNC(=O)C2CC2)cc1	13%	8%	-6%	4.0	1%	0%	-9%	-11%	1
CCOC(=O)c1cccc(-n2cccc2/C=C2\NC(=O)N(CC(=O)O)C2=O)c1	-5%	.	-3%	0.2	.	-8%	0%	.	.
Cn1c(C(=O)OC(C(=O)NC(C)(C)C)c2cccnc2)cc2sccc21 (stereo not drawn)	5%	10%	8%	0.3	1%	-2%	-19%	-7%	-7
NS(=O)(=O)c1ccc(CCNC(=O)C(=O)c2cn(CC(=O)N3CCCC3)c3ccccc23)cc1	27%	3%	10%	-0.5	2%	-13%	7%	9%	-2
Cc1cc(NC(=O)C(C)SCC(=O)N(C)CC(=O)Nc2ccc(F)cc2)no1 (stereo not drawn)	4%	-15%	-7%	-4.7	0%	4%	12%	-1%	5
CS(=O)(=O)N(CC(=O)N1CCCC1)c1ccccc1Br	-11%	8%	-3%	-3.5	4%	2%	1%	-1%	2
O=[N+]([O-])c1ccc(/C=N/N2CCCCC2)cc1	-27%	2%	5%	-0.8	-6%	-3%	6%	-10%	1
Cc1ccc2cccc(NS(=O)(=O)c3ccccc3)c2n1	-1%	7%	-3%	-1.2	-3%	-4%	5%	1%	0
O=C(NC1CC1)c1cccc(NC(=O)C2CCN(S(=O)(=O)c3ccccc3C(F)(F)F)CC2)c1	18%	0%	-12%	-2.7	-6%	16%	8%	5%	3
O=C1C(=O)N(Cc2ccco2)C(c2cccs2)/C1=C(\O)c1cccc([N+](=O)[O-])c1 (stereo not drawn)	26%	-1%	-4%	0.6	-4%	-12%	1%	-6%	-79*
Cc1ccc(/C=C2\SC(N3CCCCC3)=NC2=O)cc1	11%	0%	-2%	0.4	0%	-20%	-4%	24µM*	-10
O=C(C[n+]1ccc(Cc2ccccc2)cc1)Nc1ccc([N+](=O)[O-])cc1Cl	20%	0%	-9%	0.4	-6%	2%	-26%	-11%	0
CN(C)C(CNC(=O)CN1C(=O)NC2(CCCC2)C1=O)c1ccccc1 (stereo not drawn)	-18%	-1%	-6%	0.6	-8%	-12%	-8%	3%	0
COC(=O)Cc1[nH]n(-c2nc3ccccc3s2)c(=O)c1C(C)=Nc1ccc(C)cc1	35%	-13%	0%	-0.1	-5%	-12%	-3%	1%	-6
O=c1c2cc(N3CCOCC3)ccc2[nH]c(=S)n1Cc1ccccc1Cl	31%	-6%[57.1 µM]	-10%	-2.4	1%	8%	7%	3%	0
O=S(=O)(c1ccccc1)N1CCN(Cc2ccccc2)CC1	-22%	-3%	20%	-0.3	-11%&0%	6%	-7%	7%	10
Cc1ccc(CNC(=O)CSc2nc3c(sc4ccccc43)c(=O)n2CCCN2CCCC2)cc1	36%	-16%	8%	-3.7	0%	4%	7%	-27%	11
Cc1nc2cc(Cl)ccc2c(=O)n1Cc1ccncc1	-14%	-4%	2%	-0.1	0%	-12%	15%	-3%	8
O=C1c2ccncc2C(=O)N1CNc1ccc(Cl)cc1	7%	4%	2%	0.9	0%	-2%	-13%	-5%	-5
Nc1nc(SCC(=O)c2ccc([N+](=O)[O-])cc2)n[nH]1	-5%	-2%	11%	0.1	-4%	3%	-19%	?	-25
Cc1ccccc1CN1C(=O)C(O)(CC(=O)c2ccncc2)c2ccccc21 (stereo not drawn)	14%	-2%	0%	-0.3	1%	0%	-44%[inhibitor]	-10%	2

# 6 structures already listed, sorted by heavy-atom count, lowest first:
mol	FUS suppressor	WRN helicase inh	EPAC1 agonist	IL-2 act	aSyn yeast inh	EPAC1 antag	Abeta rescue	PLK1 PBD inh	PI5P4K alpha inh
Cc1nc2cc(Cl)ccc2c(=O)n1Cc1ccncc1	-14%	-4%	2%	-0.1	0%	-12%	15%	-3%	8
Cc1ccc2cccc(NS(=O)(=O)c3ccccc3)c2n1	-1%	7%	-3%	-1.2	-3%	-4%	5%	1%	0
Cn1c(C(=O)OC(C(=O)NC(C)(C)C)c2cccnc2)cc2sccc21 (stereo not drawn)	5%	10%	8%	0.3	1%	-2%	-19%	-7%	-7
CCOC(=O)c1cccc(-n2cccc2/C=C2\NC(=O)N(CC(=O)O)C2=O)c1	-5%	.	-3%	0.2	.	-8%	0%	.	.
COC(=O)Cc1[nH]n(-c2nc3ccccc3s2)c(=O)c1C(C)=Nc1ccc(C)cc1	35%	-13%	0%	-0.1	-5%	-12%	-3%	1%	-6
O=C(NC1CC1)c1cccc(NC(=O)C2CCN(S(=O)(=O)c3ccccc3C(F)(F)F)CC2)c1	18%	0%	-12%	-2.7	-6%	16%	8%	5%	3
